Integrin act MD: integrin-mediated muscular dystrophy alleviation activation; AID 624291; Potency, µM (titrated, usually from 38.3 µM), without a hit: at the top dose activation, actives largely listed as activators; alpha7betagal myoblasts, beta-gal FDG fluorescence, 48 h; actives 0.064% (n = 350,000);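 also: potency is read from the fitted curve at half-maximal effect; 100% = response of the positive control SU9516; nearly all actives have a fitted effect of over 60% in size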
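alpha7betagal+/- myoblasts (passage 13, 250/well) treated 48 h at 37C with compounds at 1:260 dilution of DMSO stock. Lysed, then beta-galactosidase activity read as FDG fluorescence (ex 480/em 540) after 30 min, with pre-read for autofluorescence.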
ELG1 DNA repair: ELG1-dependent DNA repair inhibition; Potency, µM (doses to about 46.1 µM), without a hit: at the highest dose activity change, negative = inhibition, hits mostly inhibitors; AID 504467; actives 2.3% (n = 330,000); HEK293T ELG1-luciferase reporter, luminescence, 16 h; DNA damage induced by 5-fluorouridine; also: potency is read from the fitted curve at half-maximal effect; % is scaled to controls: 0 for no effect and ±100 for the full control effect; nearly all actives have a fitted effect of over 55% in size
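Cells (2,000 per well) received 5-fluorouridine plus test compound or DMSO and were incubated 16 hr at 37 °C, 5% CO2. Luciferase activity was read by luminescence 30 min after ONE-Glo addition; signal suppression marked inhibition of damage-induced ELG1 function.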
A-T KAP1 phos: potential ataxia-telangiectasia treatments restoring KAP-1 phosphorylation | Potency, µM (doses to about 57.5 µM), for inactives: at the top dose activation, usual class: activators | AID 485349 | […] A-T fibroblasts, KAP-1 phosphorylation AlphaLISA; neocarzinostatin DNA damage 30 min before lysis | actives 0.19% (n = 320,000); also: potency is read from the fitted curve at half-maximal effect; % of control where 0% means no effect; nearly all actives have a fitted effect of over 45% in size
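hTERT-immortalized A-T patient fibroblasts ([…]), 500 cells/well in OPTI-MEM, 1% FBS, got compounds for 60 min, then NCS for 30 min at 37C. Lysates were then assayed for phospho-KAP-1 by AlphaLISA (anti-pKAP1 donor, anti-KAP1 acceptor beads), 6 hr at 25C.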
CXXC DNA block: inhibitors of human MLL CXXC domain-DNA interaction; Q03164; MLL-CXXC / FITC-HOXA9 DNA fluorescence polarization; Potency, µM (doses to about 115 µM), inactives show at the top dose activity change, negative = inhibition, usual class: inhibitors; actives 0.037% (n = 290,000); AID 2662; active = well fitted inhibition curve with a large enough effect in the polarisation, with a control signal flat, not every such curve was filed as active; inconclusive = small, poorly fitted or top-dose-only effect, or effect the other way, or a change in a side signal; inactive = no such curve, though single readings can be large or run the other way; the % refers to the polarisation; also: potency is read from the fitted curve at half-maximal effect
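Steps: dispense CXXC domain solution (7 uM) → pin compounds or unlabeled HOX-A9 DNA control → 5 min ambient → add FLSN-HOX-A9 solution (50 nM) → spin → 30 min ambient → fluorescence polarization. Tris pH 7.5/NaCl/DTT/BSA buffer.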
PTAP TSG101 blk: blocks PTAP/TSG101 interaction to inhibit HIV-1 budding; 340,000 tested, under 10 active; AID 493005; Potency, µM (top dose mostly 115 µM), inactives show top-dose activity change, negative = inhibition, hits mostly inhibitors; Fluorescence polarization, FITC-PTAP peptide / Tsg101 binding; active = well fitted inhibition curve with a large enough effect in the main read-out, with a control signal flat, not every such curve was filed as active; inconclusive = small, poorly fitted or top-dose-only effect, or effect the other way, or a change in a side signal; inactive = no such curve, though single readings can be large or run the other way; also: potency is read from the fitted curve at half-maximal effect; % of control where 0% means no effect
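FP read-out: FITC-PTAP peptide, 50 nM final, binding Tsg101 binding domain, 10 uM final; 20 min, r.t.; 10 mM HEPES pH 7.5, 0.15 M NaCl, 0.01% Tween 20, 3 mM EDTA, 0.1 mM TCEP.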
p53 reactivator: mutant p53 re-activation in reporter cells | H1299 p53-A138V BP100-luciferase reporter, luminescence, 24 h | Potency, µM (top dose mostly 92.2 µM), inactives show top-dose activity change, positive = activation, usual class: activators | actives 0.063% (n = 320,000) | AID 504706; also: potency is read from the fitted curve at half-maximal effect; % of control where 0% means no effect; nearly all actives have a fitted effect of over 45% in size
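H1299 (p53-null), stable ts p53-A138V + BP100-Luc; 1000 cells/well, Opti-MEM/10% FBS; cpd 4 pt, 1:5; 24 h, 37 deg C, 5% CO2; detection reagent 10 min RT; luminescence.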
B2AR arrestin: recruits beta-arrestin to the human beta2-adrenergic receptor; P07550; beta-arrestin recruitment to beta2AR, cell-based reporter; Potency, µM (titrated, usually from 46.1 µM), for inactives: top-dose activation, actives largely listed as activators; actives 0.02% (n = 330,000);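 also: potency is read from the fitted curve at half-maximal effect; 0% = DMSO controls and full agonism = EC100 isoproterenol or metaproterenol; nearly all actives have a fitted effect of over 65% in size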
TRPV1 agonist: agonists of human vanilloid receptor 1 (TRPV1); Q8NER1; TRPV1-expressing cells, Fluo-8 calcium influx, agonist mode; activation, % at 8.33 µM; actives 0.19% (n = 320,000); in the data active = activation above about 80%; inconclusive = between about 30% and that limit; also: 0% is about no effect
Target sequence (Q8NER1 whole entry, looked up): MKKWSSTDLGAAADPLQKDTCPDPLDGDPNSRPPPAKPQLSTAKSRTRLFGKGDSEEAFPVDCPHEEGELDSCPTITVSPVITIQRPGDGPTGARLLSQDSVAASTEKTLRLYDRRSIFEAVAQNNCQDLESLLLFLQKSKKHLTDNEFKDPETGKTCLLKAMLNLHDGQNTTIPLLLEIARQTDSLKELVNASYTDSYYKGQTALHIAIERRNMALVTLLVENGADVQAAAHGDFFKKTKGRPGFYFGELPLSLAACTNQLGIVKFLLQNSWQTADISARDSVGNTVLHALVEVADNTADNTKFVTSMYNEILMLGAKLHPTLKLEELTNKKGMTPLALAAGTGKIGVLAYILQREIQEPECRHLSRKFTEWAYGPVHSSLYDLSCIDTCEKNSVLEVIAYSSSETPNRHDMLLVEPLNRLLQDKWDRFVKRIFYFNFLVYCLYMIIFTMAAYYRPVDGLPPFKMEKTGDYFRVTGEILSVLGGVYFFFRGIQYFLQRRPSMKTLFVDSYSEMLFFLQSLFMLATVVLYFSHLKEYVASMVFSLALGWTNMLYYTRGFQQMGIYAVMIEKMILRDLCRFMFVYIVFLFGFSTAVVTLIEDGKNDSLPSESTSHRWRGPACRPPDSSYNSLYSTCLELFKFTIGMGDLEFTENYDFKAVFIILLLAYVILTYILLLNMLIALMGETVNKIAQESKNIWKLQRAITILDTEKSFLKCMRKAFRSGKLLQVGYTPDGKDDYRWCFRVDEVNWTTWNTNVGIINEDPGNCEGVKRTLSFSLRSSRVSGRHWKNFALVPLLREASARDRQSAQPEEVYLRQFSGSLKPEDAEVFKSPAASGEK
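Cells expressing TRPV1 were dye-loaded with Fluo-8 and read kinetically: 10 s baseline, 3 min after compound (agonist portion), then 2 min after EC20 capsaicin (allosteric enhancer portion). Calcium-bound dye fluorescence at 480/520 nm.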
BRCA1 expr act: increases BRCA1 expression. Potency, µM (series often up to 46.1 µM), for the others: top-dose activation, most hits filed as activators. MCF7-BRCA1-FFLuc reporter, luminescence, 48 h; response scale: scaled: vehicle 0%, 10 µM genistein 100%. actives 1.1% (n = 380,000). AID 624202; also: potency is read from the fitted curve at half-maximal effect; nearly all actives have a fitted effect of over 80% in size; some results filed as inactive show a strong effect at the top dose
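Compounds are tested at multiple concentrations on MCF7 BRCA1-luciferase reporter cells seeded at 2000 per well; after 48 h, a single luminescence end-point is taken and curves fitted to the normalized data.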
TCR activator: T cell receptor activation | Potency, µM (highest dose often 9.22 µM), without a hit: top-dose activation of IL-2 secretion, usual class: activators | primary human leukocytes, anti-CD3, IL-2 HTRF, 48 h | 330,000 tested, under 10 active; also: % of control where 0% means no effect
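Using a-CD3 beads without co-stimulation, primary human leukocytes were exposed to compounds for 48 hr. An HTRF IL-2 kit measured the cytokine, with europium-to-d2 energy transfer producing emission at 665nm upon 320nm excitation.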
* marks the source's active call; other numbers are inactive results; ? = inconclusive; · = no result given; & = joins results of further samples; [ ] = remark or other dose. Unless noted, calls follow the shape of the dose curve; as a rule, active = well fitted curve in the direction sought with a large enough effect; inconclusive = small, poorly fitted or top-dose-only effect, or another doubt; inactive = no such curve, though single readings can be large; an effect the other way counts as inactive or inconclusive. Rows were taken by chance, and some 3.8% of all compounds hit somewhere here.

SMILES | Integrin act MD | ELG1 DNA repair | A-T KAP1 phos | CXXC DNA block | PTAP TSG101 blk | p53 reactivator | B2AR arrestin | TRPV1 agonist | BRCA1 expr act | TCR activator
CCCc1nn2c(=O)cc(CSCC(=O)Nc3cccc(OC)c3)nc2s1 | 0% | ? | -2% | 0% | 2% | 10% | 0.4% | 8 | 16% | -11%
CCc1ccc(NC(=O)CSc2nc3ccccc3nc2N2CCCC2)cc1 | -22% | ? | 8% | · | -5% | · | -0.2% | 11 | -9% | -4%
Cc1nn(C)cc1NC(=O)c1nn(C)cc1[N+](=O)[O-] | -12% | -8% | 3% | -2% | 0% | -4% | -0.4% | 2 | -4% | 2%[46.1 µM]
Cc1ccc(O)c(NC(=O)c2cccc(S(=O)(=O)N3CCCCC3)c2)c1 | 9% | -20% | 2% | 1% | 1% | 12% | -0.1% | ? | 18% | 18%
Cc1ccc(OCCCCc2c(C)n[nH]c2C)cc1 | -3% | 7% | 10% | 6% | -2% | · | -0.5% | 4 | 8% | ·
CCOc1ccc(CNC(=O)CCS(=O)(=O)Cc2cccc(Cl)c2)cc1OC | 3% | -10% | -1% | 6% | -1% | 0% | 0.0% | ? | 2% | -2%
O=C(C1CC1)N1CCN=C1SCc1ccccc1Cl | 10% | 0% | 15% | 12% | -10% | 2% | 0.1% | 11 | 0% | -5%
CCCCN(C)CCNC(=O)c1ccc2c(c1)NC(=O)C(N1CCCCC1)S2 (stereo unspecified) | -6% | -3% | 2% | 0% | 2% | -11% | -0.2% | -4 | 0% | -111%
CCOC(=O)N1CCN(C(=O)CS(=O)(=O)c2cn(Cc3ccc(Cl)cc3)c3ccccc23)CC1 | -4% | ? | 2% | 1% | -4% | -2% | 0.3% | 1 | -25% | 4%
COc1ccc(C2C(C(C)=O)=C(C)N=c3s/c(=C\c4ccco4)c(=O)n32)c(OC)c1 (stereo unspecified) | 4% | 0% | -13% | 0% | 0% | -3% | 0.0% | 9 | 0%[1.84 µM] | 1%
CCCc1cc(C(=O)N2CCC(N3CCC(C(=O)NC(C)C)CC3)CC2)n(C)n1 | 15% | 8% | 5% | 0% | -1% | -2% | 0.5% | 0 | 1% | 0%
O=C(CSc1nnc(-c2ccccc2)o1)NC1CC1 | 4% | ? | 3% | · | 2% | 10% | -0.1% | -2 | 38% | 3%
O=C(NCc1ccc(F)cc1)c1ccc[nH]1 | -19% | 3% | 0% | 2% | -1% | -2% | 0.0% | 2 | 1% | -2%
O=c1[nH]nc(-c2ccccc2)cc1-c1ccccc1 | ? | · | · | · | -1% | · | · | · | -1% | 5%
COc1ccccc1N1CCN(c2ccc([N+](=O)[O-])cc2Cl)CC1 | -11% | ? | -14% | 2% | -3% | 13% | -1.7% | 17 | -55% | 0%[46.1 µM]
O=C(CSCC(=O)OCn1nnc2ccccc2c1=O)Nc1ccc(Cl)cc1 | 7% | 13% | -4% | -15% | 0% | -4% | 0.6% | · | -18% | 5%
COc1ccc(NC(=O)Nc2ccc(C(C)C)cc2)cc1 | ? | ? | 2% | -7% | -1% | 12% | -0.7% | 3 | ? | -1%
Cc1ccc(CNC(=O)C2CCCN(c3nn4c(=O)cc(C)nc4s3)C2)cc1 (stereo unspecified) | 10% | -4% | -1% | -1% | -4% | 5% | -0.1% | -4 | -5% | 7%
CCCCN1C(=O)C(=O)N(CC(=O)N2N=C3/C(=C/c4ccco4)CCCC3C2c2ccco2)C1=O (stereo unspecified) | 0% | ? | -8% | 0% | 0% | 0% | 0.3% | 6 | -23% | -15%
Nc1nnc(SCCCOc2ccc(F)cc2)s1 | -23% | -6% | -7% | ? | -2% | 1% | 0.5% | ? | ? | -1%
CC1CCN(c2oc(-c3ccccc3F)nc2C#N)CC1 | 7% | ? | 4% | -6% | -3% | ? | -0.7% | ? | 53% | -1%
Cc1cc(/C=C2/SC(=O)N(CC(=O)N3CCCC3)C2=O)c(C)n1C | -17% | 4% | -10% | 9% | -3% | 3% | -0.5% | -1 | 1% | -1%
Cc1ccc(S(=O)(=O)N(C)C)cc1N | -14% | 0% | 4% | 6% | -4% | 15% | -0.6% | 0 | -8% | -5%
Cc1ccn2c(Nc3ccccc3C)c(-c3ccccn3)nc2c1 | -24% | ? | 2% | ? | -4% | ? | ? | 21 | -61% | -13%
CC1CC1C(=O)OCC(=O)Nc1cccc(F)c1 (stereo unspecified) | 23% | ? | 6% | · | 0% | 22% | -0.3% | 1 | 0% | -6%
CC(C)C[C@H](NC(=O)N1CCn2c1nc1ccccc12)C(=O)NCc1ccccc1 | ? | -3% | -2% | 3% | -1% | -6% | -0.1% | 16 | -45% | -2%
COc1cc(CN2CC(C)CC(C)C2)cc([N+](=O)[O-])c1O (stereo unspecified) | 26% | 2% | 2% | 10% | -1% | 2% | -0.5% | 0 | 8% | 7%[46.1 µM]
CC(=O)N1CCCc2ccc(NS(=O)(=O)c3ccc(C)c(C)c3)cc21 | 0% | -10% | -4% | 20% | -1% | -6% | -1.0% | 0 | -42% | -2%
COc1ccccc1C1C2CCCCC2(O)CCN1CC(=O)Nc1ccccc1 (stereo unspecified) | 18%[7.66 µM] | -6% | 1% | -6% | -1% | -5% | 3.5% | 27 | 0% | -4%
COc1ccc2[nH]c(C)c(C(=O)CN(C)C)c2c1 | 10% | 2% | -4% | -4% | -3% | -3% | -0.1% | 0 | -2%&17% | 6%
Cc1ccc2[nH]cc(S(=O)(=O)c3ccc(C(C)C)cc3)c(=O)c2c1 | 24% | ? | -8% | 4% | 2% | -1% | -0.4% | -3 | -25% | 4%
CCc1csc(CCNC(=O)C2CCC(=O)N(Cc3ccccc3F)C2)n1 (stereo unspecified) | -8% | 0% | -4% | -11% | -2% | 6% | 0.2% | 3 | -6% | ·
CC(=O)NC1(NC(C)=O)CCN(C)C(c2ccccc2)C1C (stereo unspecified) | -6% | 6% | -6% | 3% | -2% | 7% | 0.4% | 6 | -10% | -2%
COc1cccc(C2NC(=O)NC(C)=C2C(=O)OCC2CCCO2)c1 (stereo unspecified) | -23% | -11% | -2% | 31% | 0% | -5% | -0.2% | 1 | -4% | 8%
Cc1c(Br)c(O)c(Br)c2sc(=O)oc12 | -13% | -16% | 5% | ? | -8% | 13% | -0.3% | · | -33% | 1%
COc1ccccc1CNS(=O)(=O)c1cc2c3c(c1)CCN3C(=O)CC2 | -15% | 1% | 8% | · | -2% | -4% | 0.0% | 0 | -32%&0% | -19%
O=C(NC1CCCCC1)N1CCCC1 | -5% | 5% | -4% | 2% | 1% | -6% | -0.4% | 3 | 11% | 0%[46.1 µM]
Cc1cc(=O)oc2cc(OS(C)(=O)=O)ccc12 | ? | ? | 3%&-8% | -7%&1% | -2% | 1%&-2% | -2.0%&-1.0% | 2&-3 | 16% | -4%
COC(=O)NC(NC(=S)Nc1ccccc1OC)C(Cl)(Cl)Cl (stereo unspecified) | 23% | 13% | -5% | 3% | -1% | -19% | 0.4% | 1 | 8% | 0%[46.1 µM]
CCc1ccc(Nc2n[n+](-c3ccccc3)c(-c3cccc(C)c3)s2)cc1 | -31% | 15% | 3% | · | -5% | ? | -1.7% | -6 | -25% | 3%
COc1ccc(-c2n[nH]c(=S)n2-c2ccccc2C)cc1 | 27% | -2% | -1% | -13% | -5% | ? | 1.0% | 1 | 0% | ·
NS(=O)(=O)c1cccnc1Nc1cccc(C(F)(F)F)c1 | 25% | · | · | -2% | -3% | · | · | 12 | 7% | 2%

Five entries drawn at random from the list so far:
SMILES | Integrin act MD | ELG1 DNA repair | A-T KAP1 phos | CXXC DNA block | PTAP TSG101 blk | p53 reactivator | B2AR arrestin | TRPV1 agonist | BRCA1 expr act | TCR activator
Cc1cc(=O)oc2cc(OS(C)(=O)=O)ccc12 | ? | ? | 3%&-8% | -7%&1% | -2% | 1%&-2% | -2.0%&-1.0% | 2&-3 | 16% | -4%
O=C(NC1CCCCC1)N1CCCC1 | -5% | 5% | -4% | 2% | 1% | -6% | -0.4% | 3 | 11% | 0%[46.1 µM]
CCc1ccc(Nc2n[n+](-c3ccccc3)c(-c3cccc(C)c3)s2)cc1 | -31% | 15% | 3% | · | -5% | ? | -1.7% | -6 | -25% | 3%
COC(=O)NC(NC(=S)Nc1ccccc1OC)C(Cl)(Cl)Cl (stereo unspecified) | 23% | 13% | -5% | 3% | -1% | -19% | 0.4% | 1 | 8% | 0%[46.1 µM]
COc1ccc(-c2n[nH]c(=S)n2-c2ccccc2C)cc1 | 27% | -2% | -1% | -13% | -5% | ? | 1.0% | 1 | 0% | ·
